# B2AR arrestin – agonists driving beta-arrestin recruitment to human beta2-adrenergic receptor; P07550; Potency, µM (doses to about 46.1 µM), for the others: at the top dose activation, actives largely listed as activators; beta-arrestin recruitment to beta2AR, cell-based reporter; actives 0.02% (n = 330,000);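 also: potency is read from the fitted curve at half-maximal effect; 0% = DMSO controls and full agonism = EC100 isoproterenol or metaproterenol; nearly all actives have a fitted effect of over 65% in size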
# TRPV1 ag – agonists of human vanilloid receptor 1 (TRPV1) | AID 540275 | actives 0.19% (n = 320,000) | TRPV1-expressing cells, Fluo-8 calcium influx, agonist mode | activation, % at 8.33 µM | Q8NER1; in the data active = activation above about 80%; inconclusive = between about 30% and that limit; also: 0% is about no effect
#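 TRPV1-expressing cells were cultured overnight at 35.5C and loaded with Fluo-8 calcium dye for 40 to 90 min at room temperature. After a 10 s baseline, compound was added and calcium influx was read kinetically for 3 min (ex 480/em 520 nm).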
# TSG101-PTAP inh – blocks PTAP/TSG101 interaction to inhibit HIV-1 budding | Potency, µM (doses to about 115 µM), without a hit: top-dose activity change, negative = inhibition, most hits filed as inhibitors | Q99816 | Fluorescence polarization, FITC-PTAP peptide / Tsg101 binding | 340,000 tested, under 10 active; active = well fitted inhibition curve with a large enough effect in the main read-out, with a control signal flat, not every such curve was filed as active; inconclusive = small, poorly fitted or top-dose-only effect, or effect the other way, or a change in a side signal; inactive = no such curve, though single readings can be large or run the other way; also: potency is read from the fitted curve at half-maximal effect; % of control where 0% means no effect
# Target sequence (Q99816 whole entry, looked up): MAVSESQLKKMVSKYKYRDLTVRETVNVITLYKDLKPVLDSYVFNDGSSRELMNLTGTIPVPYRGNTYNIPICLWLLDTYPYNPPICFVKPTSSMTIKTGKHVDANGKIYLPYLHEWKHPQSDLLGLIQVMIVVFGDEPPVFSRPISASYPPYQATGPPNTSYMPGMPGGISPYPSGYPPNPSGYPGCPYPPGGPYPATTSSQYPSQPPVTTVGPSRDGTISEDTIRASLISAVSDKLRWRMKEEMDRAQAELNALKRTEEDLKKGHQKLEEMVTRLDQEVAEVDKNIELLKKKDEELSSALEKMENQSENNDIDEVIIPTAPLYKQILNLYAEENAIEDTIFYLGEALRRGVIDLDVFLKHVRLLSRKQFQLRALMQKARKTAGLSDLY
#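 FP read-out: FITC-PTAP peptide, 50 nM final, binding Tsg101 binding domain, 10 uM final; 20 min, r.t.; 10 mM HEPES pH 7.5, 0.15 M NaCl, 0.01% Tween 20, 3 mM EDTA, 0.1 mM TCEP.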
# p53 reactivator – re-activators of mutant p53 | H1299 p53-A138V BP100-luciferase reporter, luminescence, 24 h | Potency, µM (series often up to 92.2 µM), inactives show at the highest dose activity change, positive = activation, actives largely listed as activators | actives 0.063% (n = 320,000) | AID 504706; also: potency is read from the fitted curve at half-maximal effect; % of control where 0% means no effect; nearly all actives have a fitted effect of over 45% in size
#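 p53-null H1299 cells stably carrying temperature-sensitive p53-A138V and a BP100-luciferase reporter were pinned with compounds (4-point, 1:5 series) and held 24 hrs at 37 deg C. Luminescence was read 10 min after detection reagent.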
# USP2a inh – inhibitors of human ubiquitin-specific protease USP2a; actives 0.01% (n = 330,000); USP2 core, Ub-CHOP2 coupled fluorogenic reporter, 485/531; Potency, µM (titrated, usually from 38.3 µM), for inactives: top-dose activity change, negative = inhibition, usual class: inhibitors; AID 463254;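 also: potency is read from the fitted curve at half-maximal effect; plate controls were DMSO wells for no effect and full inhibition by NEM control for full effect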
#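 Deubiquitinase activity read as fluorescence (485/531 nm) after Ub-CHOP2 cleavage activates the enterokinase reporter on its substrate; USP2 core 10nM, Ub-CHOP2 and substrate 25nM each, 30min compound preincubation then 60min RT; data normalized to NEM, curves fitted.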
# Eya2 inh – blocks the phosphatase activity of human Eya2; O00167; recombinant Eya2, OMFP fluorescence dephosphorylation (OMFP is methylfluorescein phosphate); Potency, µM (highest dose often 76.9 µM), without a hit: top-dose activity, negative = inhibition, most hits filed as inhibitors; actives 0.006% (n = 330,000); also: potency is read from the fitted curve at half-maximal effect; % is scaled to controls: 0 for no effect and ±100 for the full control effect
# Target sequence (O00167 whole entry, looked up): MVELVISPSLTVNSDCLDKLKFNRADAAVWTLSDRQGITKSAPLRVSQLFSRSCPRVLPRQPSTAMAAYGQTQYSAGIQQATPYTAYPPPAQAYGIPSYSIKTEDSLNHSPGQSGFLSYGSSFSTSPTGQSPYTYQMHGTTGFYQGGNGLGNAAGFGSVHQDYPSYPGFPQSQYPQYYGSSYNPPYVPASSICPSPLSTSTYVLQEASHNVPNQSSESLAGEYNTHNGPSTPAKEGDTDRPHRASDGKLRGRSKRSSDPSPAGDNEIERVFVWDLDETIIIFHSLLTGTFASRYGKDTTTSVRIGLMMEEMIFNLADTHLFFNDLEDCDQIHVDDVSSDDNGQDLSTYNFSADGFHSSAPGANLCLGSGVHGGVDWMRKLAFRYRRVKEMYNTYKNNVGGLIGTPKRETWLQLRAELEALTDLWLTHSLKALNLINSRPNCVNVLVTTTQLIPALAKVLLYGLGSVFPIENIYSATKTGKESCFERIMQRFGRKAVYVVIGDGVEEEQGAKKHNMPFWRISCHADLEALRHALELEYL
#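 Eya2 (0.2 uM) preincubated 10 min at ambient with compound, then OMFP substrate added at 50 uM; 10 min reaction in 50 mM HEPES pH 7.5, 50 mM NaCl, 5 uM MgCl2, 0.05% BSA, 1 mM DTT. Fluorescence read at Ex 485/Em 525 nm.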
# ELG1 genotoxic – inducers of genotoxicity in HEK293T ELG1-luciferase cells; HEK293T ELG1-luciferase reporter, luminescence, 16 h; Potency, µM (series often up to 46 µM), for the others: at the highest dose activity change, positive = activation, hits mostly activators; actives 1.3% (n = 330,000); also: potency is read from the fitted curve at half-maximal effect; % of control where 0% means no effect; nearly all actives have a fitted effect of over 60% in size
#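 Quantitative HTS format in 1536-well plates. HEK293T ELG1-luciferase reporter cells receive test compound and are incubated 16 hr at 37 °C, 5% CO2; ONE-Glo added, 30 min room temperature, then luminescence read.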
# Integrin act MD – integrin-mediated muscular dystrophy alleviation activation; alpha7betagal myoblasts, beta-gal FDG fluorescence, 48 h; Potency, µM (series often up to 38.3 µM), without a hit: top-dose activation, usual class: activators; actives 0.064% (n = 350,000); AID 624291;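 also: potency is read from the fitted curve at half-maximal effect; 100% = response of the positive control SU9516; nearly all actives have a fitted effect of over 60% in size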
#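 alpha7betagal+/- myoblasts (passage 13, 250/well) treated 48 h at 37C with compounds at 1:260 dilution of DMSO stock. Lysed, then beta-galactosidase activity read as FDG fluorescence (ex 480/em 540) after 30 min, with pre-read for autofluorescence.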
# BRCA1 expr up – increases BRCA1 expression; MCF7-BRCA1-FFLuc reporter, luminescence, 48 h; response scale: scaled: vehicle 0%, 10 µM genistein 100%; Potency, µM (highest dose often 46.1 µM), for inactives: at the top dose activation, actives largely listed as activators; actives 1.1% (n = 380,000); also: potency is read from the fitted curve at half-maximal effect; nearly all actives have a fitted effect of over 80% in size; some results filed as inactive show a strong effect at the top dose
#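 Reporter cells (MCF7, BRCA1 promoter-firefly luciferase) received library compounds across a concentration series for 48 h. End-point luminescence was measured and concentration-effect curves derived after normalization.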
# S-ASM inh – human S-ASM enzyme inhibition; placental ASM, HMU-PC fluorogenic substrate, 60 min; Potency, µM (highest dose often 57.5 µM), inactives show at the top dose activity change, negative = inhibition, most hits filed as inhibitors; actives 0.006% (n = 340,000); also: potency is read from the fitted curve at half-maximal effect
#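 Steps: dispense placental human ASM, pin compound, wait 10 min at room temperature, add HMU-PC0 substrate at 9 uM final, incubate 60 min at 37 °C, add stop solution raising pH to 10, read fluorescence.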
# uPA surface inh – blocks generation of uPA at the cell surface; cell surface uPA generation assay, qHTS; Potency, µM (doses to about 38.3 µM), inactives show top-dose activity change, negative = inhibition, usual class: inhibitors; actives 0.31% (n = 330,000); AID 540303; active = well fitted inhibition curve with a large enough effect; inconclusive = small, poorly fitted or top-dose-only effect; inactive = no such curve, though single readings can be large or run the other way; tested in mouse RAW 264.7 cells; also: potency is read from the fitted curve at half-maximal effect; % is scaled to controls: 0 for no effect and ±100 for the full control effect; nearly all actives have a fitted effect of over 55% in size
# Active calls of the source: *; ? = inconclusive; · = not tested or not shown. Unless noted, calls follow the shape of the dose curve; as a rule, active = well fitted curve in the direction sought with a large enough effect; inconclusive = small, poorly fitted or top-dose-only effect, or another doubt; inactive = no such curve, though single readings can be large; an effect the other way counts as inactive or inconclusive.
SMILES,B2AR arrestin,TRPV1 ag,TSG101-PTAP inh,p53 reactivator,USP2a inh,Eya2 inh,ELG1 genotoxic,Integrin act MD,BRCA1 expr up,S-ASM inh,uPA surface inh
CCC(=O)N1N=C(c2ccccc2)CC1c1ccc([N+](=O)[O-])cc1 (stereo not given),-1.3%,-3,-2%,0%,1%,2%,6%,-18%,-13%,0%,0%
O=C(CSc1ccc([N+](=O)[O-])cn1)Nc1ccccc1N1CCOCC1,-1.0%,-4,0%,-3%,7%,-1%,-2%,-17%,-6%,-1%,4%
Cc1ccc(-n2ncc3c(NCc4ccccc4)ncnc32)cc1,0.4%,5,1%,?,2%,-7%,4.6µM*,1%,?,1%,3%
CN1CCN(S(=O)(=O)Cc2ccc(Cl)cc2)CC1,0.0%,3,-4%,1%,1%,-8%,0%,0%,14%,1%,-13%
O=C(Cc1cccs1)NNC(=S)NCc1ccc(Cl)cc1,-1.0%,0,-2%,-5%,7%,-2%,-1%,-2%,-10%,-1%,-2%
CC1CN(S(=O)(=O)c2cccc(-c3csc(-c4ccccc4)n3)c2)CC(C)O1 (stereo not given),0.3%,-1,-3%,19%,-7%,-32%,-4%,-19%,-41%,-1%,2%
CCOc1ccc(NC(=O)CCC(=O)NNC(=O)COc2ccccc2C)cc1,0.2%,0,0%,6%,4%,2%,6%,13%,5%,-4%,-5%
COc1ccc(S(=O)(=O)NN=C2CCCC2)cc1,-0.5%,0,-6%,2%,1%,-8%,-1%,19%,2%,3%,·
Cc1ccc(C)c(S(=O)(=O)N2CCN(C(=O)C(C)Sc3ccccc3)CC2)c1 (stereo not given),0.1%,1,·,-2%,3%,-9%,-4%,15%,-19%,2%,?
Cc1cccc(N2CCN(C(=O)CCCn3c(=S)[nH]c4cc5c(cc4c3=O)OCO5)CC2)c1C,0.4%,7,-1%,3%,0%,-22%,-15%,-22%,-43%,-9%,-9%
C#CCOCCOCCOCCNc1nc(N2CCN(C(=O)[C@H](CCCCN)n3cc([C@@H](N)CC(N)=O)nn3)CC2)nc(N2CCN(C(=O)[C@H](CCCCN)n3cc([C@@H](N)CC(N)=O)nn3)CC2)n1,-0.2%,·,1%,4%,2%,-28%,3%,13%,5%,3%,2%
Cc1cc(C)[n+]2[nH]c(N)c(N=Nc3ccccc3)c2n1,0.3%,6,0%,11%,0%,-14%,0%,-10%,0%,-14%,3%
O=Cc1c(NCc2ccco2)nc2ccccn2c1=O,0.2%,4,-3%,5%,2%,3%,6%,26%,-46%,11%,-1%
Cc1ccc(S(=O)(=O)NCCCCCC(=O)Nc2cccc(C)c2)cc1,0.0%,2,2%,-18%,-1%,-8%,-4%,34%,12%,-1%,-2%
NC1=C([N+](=O)[O-])C(c2ccc(F)cc2)C2=C(CCCC2=O)O1 (stereo not given),0.1%,-3,-1%,-2%,1%,-1%,0%,17%,1%,17%,-1%
Cc1ccc(S(=O)(=O)CC(=O)N(CCCN2CCOCC2)c2nc3c(F)cccc3s2)cc1,-0.6%,1,-1%,25%,4%,18%,9%,7%,83%,-2%,-4%
CCOC(=O)C1CCCN(C(=O)c2cc(Nc3ccc(OC)c(OC)c3)nc3ccccc23)C1 (stereo not given),-1.1%,0,-5%,4%,-1%,-3%,-6%,-9%,-10%,-4%,-10%
COc1ccc(C(=O)NNC2=C(C(=O)C(F)(F)F)CCC2)cc1,-0.4%,·,-7%,22%,-2%,-8%,0%,20%,-13%,-1%,0%
COc1ccc(S(=O)(=O)N2CCCC(C(=O)NCC3CCCO3)C2)cc1OC (stereo not given),-0.5%,0,1%,-1%,-1%,1%,-4%,?,2%,0%,1%
COc1ccc(-c2nc(CS(=O)(=O)CC(=O)NCCCN3CCOCC3)c(C)o2)cc1,0.2%,-4,0%,0%,2%,5%,1%,0%,16%,0%,-1%
COc1ccc(NC(=O)CSCc2ccc([N+](=O)[O-])cc2)cc1OC,-0.3%,14,-1%,-3%,1%,7%,-2%,1%,-5%,2%,3%
CCC(c1nnnn1CCOC)N1CCN(Cc2ccccc2)CC1 (stereo not given),-0.2%,3,-3%,19%,-1%,3%,1%,-6%,-20%,4%,2%
C/C(=N/NC(=O)C1CC1(c1ccccc1)c1ccccc1)c1ccco1 (stereo not given),-0.4%,13,1%,-5%,4%,10%,-3%,12%,-5%,-5%,5%
COc1ccc(CN(C(=O)/C=C/C(=O)c2ccc(OC)cc2O)C(C(=O)NC2CCCCC2)c2ccncc2)cc1 (stereo not given),0.1%,?,-3%,-9%,-11%,-11%,-11%,-34%,-57%,0%,-12%

# Exported with tabs: part of the list above
Structure	B2AR arrestin	TRPV1 ag	TSG101-PTAP inh	p53 reactivator	USP2a inh	Eya2 inh	ELG1 genotoxic	Integrin act MD	BRCA1 expr up	S-ASM inh	uPA surface inh
O=Cc1c(NCc2ccco2)nc2ccccn2c1=O	0.2%	4	-3%	5%	2%	3%	6%	26%	-46%	11%	-1%
Cc1ccc(S(=O)(=O)NCCCCCC(=O)Nc2cccc(C)c2)cc1	0.0%	2	2%	-18%	-1%	-8%	-4%	34%	12%	-1%	-2%
NC1=C([N+](=O)[O-])C(c2ccc(F)cc2)C2=C(CCCC2=O)O1 (stereo not given)	0.1%	-3	-1%	-2%	1%	-1%	0%	17%	1%	17%	-1%
Cc1ccc(S(=O)(=O)CC(=O)N(CCCN2CCOCC2)c2nc3c(F)cccc3s2)cc1	-0.6%	1	-1%	25%	4%	18%	9%	7%	83%	-2%	-4%
CCOC(=O)C1CCCN(C(=O)c2cc(Nc3ccc(OC)c(OC)c3)nc3ccccc23)C1 (stereo not given)	-1.1%	0	-5%	4%	-1%	-3%	-6%	-9%	-10%	-4%	-10%
COc1ccc(C(=O)NNC2=C(C(=O)C(F)(F)F)CCC2)cc1	-0.4%	·	-7%	22%	-2%	-8%	0%	20%	-13%	-1%	0%
COc1ccc(S(=O)(=O)N2CCCC(C(=O)NCC3CCCO3)C2)cc1OC (stereo not given)	-0.5%	0	1%	-1%	-1%	1%	-4%	?	2%	0%	1%

# The list continues.
SMILES,B2AR arrestin,TRPV1 ag,TSG101-PTAP inh,p53 reactivator,USP2a inh,Eya2 inh,ELG1 genotoxic,Integrin act MD,BRCA1 expr up,S-ASM inh,uPA surface inh
O=C(CN1CCC(Cc2ccccc2)CC1)NCCc1ccc(F)cc1,0.2%,8,-2%,5%,0%,-3%,3%,12%,-8%,1%,-4%
O=C1CSC(c2cn(-c3ccccc3)nc2-c2cccs2)N1Cc1ccccc1 (stereo not given),-0.2%,-2,·,0%,1%,-5%,1%,·,·,·,·
C#CC(=O)CC1(CN(Cc2ccccc2)C(=O)OC(C)(C)C)CCCCC1,·,·,-1%,·,·,·,·,-13%,-18%,6%,?
Cc1c(NC(=O)c2c(N)sc3c2CCCC3)c(=O)n(-c2ccccc2)n1C,-0.2%,2,-4%,-3%,0%,1%,1%,0%,-20%,3%,-1%
Cc1nnc2sc(SCc3ccccc3)nn2c1=O,-0.3%,-3,·,-2%,5%,-1%,3%,·,·,·,·
Cc1cccc(N2CCN(S(=O)(=O)c3ccc4c(c3)CCN4C(=O)CCC(=O)O)CC2C)c1 (stereo not given),-0.2%,3,3%,0%,5%,18%,-2%,14%,-4%,3%,3%
N#CC1(Cc2ccccc2)c2ccccc2C=CN1C(=O)c1ccccc1 (stereo not given),0.1%,6,-2%,-13%,1%,-22%,-5%,-38%,-19%,-9%,-4%
CCOc1ccc(-c2cc(N)n(S(=O)(=O)c3ccc(OC)cc3)n2)cc1,-1.2%,-1,-2%,6%,1%,-7%,0%,17%,-8%,-3%,-16%
CSc1ccc(/C=N/NC(=O)CN2CCN(Cc3ccccc3)CC2)cc1,0.1%,-6,1%,-7%,3%,-5%,0%,-9%,22%,3%,0%
Cc1ccc(NC(=O)CN2CCCC2c2cccs2)cc1S(=O)(=O)N1CCCCC1 (stereo not given),0.0%,23,-11%,10%,0%,15%,-4%,-38%,-45%,-3%,-10%
O=C(O)c1ccc(Nc2nc(-c3cccnc3)cs2)cc1,0.1%,2,-1%,2%,0%,-3%,8%,?,69%,9%,1%
Cc1ccc(/C=C/C(=O)OCC(=O)N(CC(C)C)c2c(N)n(Cc3ccccc3)c(=O)[nH]c2=O)o1,0.2%,-1,1%,0%,-1%,-24%,6%,2%,-3%,1%,2%
